Assay outcomes as filed in PubChem.
TAAR1 antagonist: human TAAR1 antagonists, primary screen, Fluo-8 calcium fluorescence, CHO RD-HGA16 cells; Trace amine-associated receptor 1 (Homo sapiens), Q96RJ0; 1.5% of 360,000 active; antagonist; inhibition, % at 3 µM;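 active = inhibition above a per-plate cutoff, the mean inhibition of test compounds on that plate plus 3 SD, cut at about 49% in these data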;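 note: 0% = DMSO plus EC80 beta-PEA response and 100% = DMSO alone without agonist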
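Assay system: CHO-derived RD-HGA16 cells stably expressing human TAAR1 plus Gα16. Timing: 140 s kinetic read after compound, 140 s after agonist. Technique: kinetic Fluo-8 calcium fluorescence measurement. Measure: % inhibition of agonist calcium response.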
OXTR agonist: human OXTR agonists, primary screen, fluorescence, CHO-OTR cells, Fluo-8 calcium; Oxytocin receptor (Homo sapiens), P30559; Fluo-8 calcium fluorescence; normalized: DMSO 0%, oxytocin 100%; activation, % at 3 µM; 0.32% of 320,000 active; AID 2435, 2010;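 active = activation above the mean of all tested compounds plus 3 SD, cutoff set per screening run, cut at about 20% in these data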;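 note: peak over basal fluorescence ratio from a 100 s FLIPR kinetic read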
Target sequence (P30559 whole entry, looked up): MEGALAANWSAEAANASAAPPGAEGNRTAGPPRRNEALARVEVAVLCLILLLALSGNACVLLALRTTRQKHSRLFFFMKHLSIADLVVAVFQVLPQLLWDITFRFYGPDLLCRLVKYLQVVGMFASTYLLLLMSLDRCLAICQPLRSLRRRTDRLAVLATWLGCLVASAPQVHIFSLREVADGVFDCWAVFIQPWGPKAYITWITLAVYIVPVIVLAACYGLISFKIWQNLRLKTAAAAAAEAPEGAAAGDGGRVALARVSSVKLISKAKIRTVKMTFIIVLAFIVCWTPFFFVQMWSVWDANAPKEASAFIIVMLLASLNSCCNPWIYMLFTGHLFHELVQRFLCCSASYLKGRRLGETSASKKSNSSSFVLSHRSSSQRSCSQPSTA
V1aR counter: agonists of human V1a receptor, primary screen, counter-screen for OXTR agonist project, fluorescence, CHO-V1R cells; Fluo-8 calcium fluorescence, agonist mode; 0% DMSO, 100% 3 nM vasopressin; activation, % at 3 µM; 0.25% of 320,000 active;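 active = activation above the mean activation of all tested compounds plus 3 SD, per screening run, cut at about 20% in these data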;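 note: signal is peak over basal fluorescence ratio across a 100 second FLIPR read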
Target sequence (P37288 whole entry, looked up): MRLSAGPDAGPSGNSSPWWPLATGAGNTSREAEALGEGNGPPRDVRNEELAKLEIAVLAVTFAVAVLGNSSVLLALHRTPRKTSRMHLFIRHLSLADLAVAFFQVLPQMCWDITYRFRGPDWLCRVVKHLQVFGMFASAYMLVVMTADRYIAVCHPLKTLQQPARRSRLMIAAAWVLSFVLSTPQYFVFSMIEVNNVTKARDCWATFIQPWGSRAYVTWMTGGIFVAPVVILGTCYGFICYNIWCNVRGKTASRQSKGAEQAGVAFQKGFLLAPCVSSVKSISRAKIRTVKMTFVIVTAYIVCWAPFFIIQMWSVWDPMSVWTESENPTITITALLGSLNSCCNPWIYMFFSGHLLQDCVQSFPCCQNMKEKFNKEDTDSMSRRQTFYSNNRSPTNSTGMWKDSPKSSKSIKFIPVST
CHO-K1 Ca antag: counter-screen for M1 antagonists: effect in parental CHO-K1 cells; ATP-induced calcium, Fluo-8 fluorescence; inhibition, % at 3 µM; 0.6% of 360,000 active; AID 602250;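 active = inhibition above a per-plate cutoff, the plate's mean sample inhibition plus 3 SD, cut at about 24% in these data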;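 note: 0% = DMSO plus EC80 ATP and 100% = DMSO alone without ATP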
GPR7 antag: GPR7 receptor antagonists, primary screen, cell-based, fluorescence, single concentration; Neuropeptides B/W receptor type 1 (Homo sapiens), P48145; inhibition, % at 4.4 µM; GPR7-expressing cells, fluorescence antagonist assay; 1.1% of 290,000 active; in the data active = inhibition above about 16%, passing the limit was not always enough;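 note: cells stimulated with the agonist NPW; 0% = agonist with vehicle and 100% = vehicle without agonist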
OXTR potentiator: human OXTR potentiators, primary screen, fluorescence, CHO-OTR cells, Fluo-8 calcium | Oxytocin receptor (Homo sapiens), P30559 | Fluo-8 calcium fluorescence, potentiator mode; 0% = oxytocin EC15, 100% = EC100 | 0.061% of 320,000 active | AID 2445, 2010 | activation, % at 3 µM;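 active = activation above that plate's cutoff, the mean activation of tested compounds plus 3 SD, cut at about 6.6% in these data, passing the limit was not always enough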;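 note: 100% uses oxytocin at 75 nM as the full agonist control; some results filed as inactive read as strong as hits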
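Assay system: CHO cell line stably expressing human OTR | Also added: Oxytocin at about EC15, sub-maximal agonist stimulus | Times: Compound 6 min at room temperature before oxytocin, 100 s read | Measured by: Fluo-8 intracellular calcium fluorescence, ex 470-495, em 515-575 nm | Controls: EC15 oxytocin alone as 0%, 75 nM oxytocin as 100%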
CHO parental Ca: ATP-evoked calcium signal inhibitors, parental CHO, primary screen, counter-screen for OX1R antagonist project, cell-based, fluorescence, Fluo-8 calcium dye. parental CHO-K1, ATP-induced calcium, Fluo-8 fluorescence. inhibition, % at 5.6 µM. 0.63% of 330,000 active. AID 463079, 2010;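 active = inhibition above that plate's mean sample inhibition plus 3 SD, cut at about 26% in these data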;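 note: 0% = ATP-challenged DMSO wells and 100% = DMSO wells without ATP; some compounds past the cut are filed as inactive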
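Test system: untransfected parental CHO cell line. Compound: one dose, 5.6 µM nominal. Detection: intracellular calcium via Fluo-8 no-wash fluorescent dye. Measure: % inhibition. Benchmarks: ATP-challenged DMSO wells low, unchallenged DMSO wells high.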
M1 PAM parental: nonselective calcium activators in parental CHO-K1 cells, primary screen, counter-screen for M1 PAM project, cell-based, Fluo-8 calcium fluorescence, full deck, 1536-well | ATP EC20; 0% at ATP EC20, 100% at ATP max | 0.02% of 360,000 active | activation, % at 3 µM | AID 602247, 2012;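 active = activation above the run cutoff, the mean activation of all test compounds plus 3 SD, cut at about 40% in these data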;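 note: peak over basal fluorescence ratio in a 140 s read after ATP addition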
M1 ag parental: counter-screen for M1 agonists: effect in parental CHO-K1 cells. Fluo-8 calcium fluorescence; scaled to maximal ATP response, vehicle zero. activation, % at 3 µM. 0.48% of 360,000 active; in the data active = activation above about 15%;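 note: untransfected CHO-K1 host cells lacking M1 receptor as counterscreen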
An asterisk follows results filed as active; · = not tested or not shown.

Preview (three entries):
SMILES	TAAR1 antagonist	OXTR agonist	V1aR counter	CHO-K1 Ca antag	GPR7 antag	OXTR potentiator	CHO parental Ca	M1 PAM parental	M1 ag parental
O=c1c2nnn(-c3cccc(F)c3)c2ncn1Cc1ccccn1	-4	1.1	0.6	6	7	-4	-14	-11	0.2
Cc1cc2nccc(-c3cccnc3)n2n1	-26	0.2	0.0	1	-2	-17	8	-7	0.0
Cc1sc2nc(CN3CCCC3)nc(N3CCN(C(=O)c4ccco4)CC3)c2c1C	4	-1.0	-0.5	-7	-12	-6	-22	14	-0.1

All compounds of this part, repeating the preview:
SMILES	TAAR1 antagonist	OXTR agonist	V1aR counter	CHO-K1 Ca antag	GPR7 antag	OXTR potentiator	CHO parental Ca	M1 PAM parental	M1 ag parental
O=c1c2nnn(-c3cccc(F)c3)c2ncn1Cc1ccccn1	-4	1.1	0.6	6	7	-4	-14	-11	0.2
Cc1cc2nccc(-c3cccnc3)n2n1	-26	0.2	0.0	1	-2	-17	8	-7	0.0
Cc1sc2nc(CN3CCCC3)nc(N3CCN(C(=O)c4ccco4)CC3)c2c1C	4	-1.0	-0.5	-7	-12	-6	-22	14	-0.1
COc1ccc(-c2[nH]ncc2CN2CCSCC2)c(OC)c1	-1	0.0	-0.3	-7	-10	-4	1	-2	0.6
COc1ccc(N(C(C)=O)S(=O)(=O)c2cc(OC)ccc2OC)cc1	-14	0.3	0.0	-15	-6	-6	-7	15	0.4
CC(C)(C)NC(=O)C1c2ccccc2OCC(=O)N1CC(F)(F)F (stereo not drawn)	-15	·	·	-4	·	·	·	-2	0.3
COc1ccccc1-c1nc(SC)n[nH]1	-4	-0.1	1.3	-9	-6	-5	-2	19	0.9
Cc1ccc(CNC(=O)CN(c2ccc(Cl)cc2)S(C)(=O)=O)cc1	1	-1.0	0.4	-11	-7	-17	-10	21	1.0
NC(=O)c1cccc2ccccc12	-23	1.4	1.2	-5	-13	3	-11	13	1.1
Cc1c(C2(O)CCCCC2)[nH]c2ncccc12	3	-0.5	-0.3	-10	·	-3	-12	4	0.3
CCN(CC)c1ccc(-c2nn3c(-c4n[nH]c5c4CCC5)nnc3s2)cc1	-22	-3.2	-1.5	12	5	-19	-24	-10	-0.8
CC1(C(=O)NS(=O)(=O)C2CC2)CCCN(C(=O)c2ccc3c(c2)OCO3)C1 (stereo not drawn)	4	·	·	-4	·	·	·	0	0.0
NC(=O)COC(=O)c1c2c(nc3ccccc13)CCC2	8	-0.2	1.0	-8	-11	-11	-4	9	-0.3
O=c1c2c([N+](=O)[O-])cc([N+](=O)[O-])cc2nc2ccccn12	-3	-0.1	-1.0	5	-15	-2	-5	-14	0.0
Cc1nn(C(C)C(=O)c2cccc(Cl)c2)c(C)c1[N+](=O)[O-] (stereo not drawn)	-8	-2.6	-1.1	-11	-10	-8	-9	11	0.0
CCCCN(C)C(=O)C1CCCN(S(=O)(=O)c2ccc3c(c2)CC(C)N3C(=O)C2CC2)C1 (stereo not drawn)	-8	0.6	2.3	-9	-8	-11	-18	7	5.5
N#C/C(=C\c1ccco1)C(=O)Nc1ccc(S(N)(=O)=O)cc1	12	0.4	1.2	-1	-2	-8	6	4	0.5
CNc1ccccc1C(=O)OCC(=O)N(CCOC)c1c(N)n(CC(C)C)c(=O)[nH]c1=O	-20	1.1	0.4	-5	·	-6	-4	10	2.2
COc1ccc(S(=O)(=O)N2CCN(CC(=O)NC3CC3)CC2)cc1	-18	-0.9	2.0	8	-5	-2	-12	20	-0.2
O=C(Nc1nc2ccccc2c(=O)[nH]1)c1ccccc1SCc1ccccc1	50*	-0.5	1.3	-8	-9	-9	-12	20	0.9
CCC(C(=O)NCCCN1CCN(CCCNC(=O)C(CC)c2ccccc2)CC1)c1ccccc1 (stereo not drawn)	-3	-0.5	-0.5	3	-4	-12	-16	0	-0.4
O=C1NC(c2ccccc2)=NC1(Nc1ccccn1)C(F)(F)F (stereo not drawn)	3	0.7	2.6	-12	-6	-3	0	25	1.4
Cc1oncc1-c1csc(-c2ccccc2)n1	-6	-1.2	-1.3	-7	-1	-6	-9	-8	-0.3
C#CCOCCOCCOCCNc1nc(N2CCN(C(=O)Cn3cc(CC(C)O)nn3)CC2)nc(N2CCN(C(=O)[C@H](CCCCN)n3cc(CC(C)O)nn3)CC2)n1 (stereo partly drawn)	12	·	·	-5	·	·	·	16	5.0
NC(=O)NC(=O)COC(=O)c1ccc(Cl)c(S(=O)(=O)N(Cc2ccccc2)c2ccc(Cl)cc2)c1	-19	0.0	0.8	-16	-11	-17	-23	22	1.0
CCOC(=O)C1=C(C)NC2=C(C(=O)c3ccccc32)C1c1ccc([N+](=O)[O-])o1 (stereo not drawn)	30	-2.4	-1.8	-5	-10	-11	-26	6	2.2
O=C1NC[C@@H](CCCCN2CCN(CCc3ccccc3)C(=O)C2=O)N(Cc2ccccc2)C1=O	6	·	·	-12	·	·	·	13	0.4
CCC1=C(OC(=O)N(CC)CC)N2C(=O)OC(=NCC(=O)OC)[C@]2(C)[C@H]2C1=CC[C@H]1C(=O)NC(=O)[C@H]12	2	-0.9	0.2	1	·	-6	-4	-5	-0.3
Cc1ccc(OC(C)C(=O)N2CCCc3ccccc32)cc1 (stereo not drawn)	-18	-1.4	-1.0	7	11	0	-10	3	-0.2
Cc1ccc(C)c(N2CCN(C(=O)c3ccc(CS(=O)(=O)c4ccccc4C)o3)CC2)c1	64*	-1.5	0.7	25*	-11	-13	-18	-8	3.3
Cc1ccc(NC(=O)NCc2ccncc2)cc1Cl	17	0.4	1.1	-6	-13	-7	-4	15	2.7
COc1cc(NC(=O)c2ccc(OCc3c(C)noc3C)c(OC)c2)cc(OC)c1	20	-2.2	0.7	-16	·	-1	-12	2	1.6
Cc1ccc(OCc2ccc(C(=O)NCc3cccnc3)cc2)cc1C	23	8.6	7.5	11	0	-17	12	10	8.5
O=C(Cc1ccc(F)cc1)N[C@@H]1c2ccccc2CC[C@@H]1OCc1ccccc1	1	·	·	-13	·	·	-7	13	0.5
O=C(NCc1ccco1)c1cc(S(=O)(=O)N2CCCc3ccccc32)ccc1Cl	1	-1.3	0.8	10	-1	-7	3	2	1.0
CC1=NNC(=O)C1CCC(=O)N/N=C/c1ccco1 (stereo not drawn)	6	0.4	0.8	-3	-6	-2	-13	20	3.2
COCc1nnc(NC(=O)c2ccc(S(=O)(=O)N3CCOCC3)cc2)o1	-20	0.1	-0.2	-5	10	-14	-12	-3	1.6
O=C1NC2=C(C(=O)CCC2)C(c2ccc3ncccc3c2)N1 (stereo not drawn)	-1	0.2	-0.2	6	5	-2	-10	0	0.3
Cc1ccccc1-c1ccc(CN2C(C(C)C)C(=O)N(Cc3cn(CCC4OCCO4)nn3)CCS2(=O)=O)cc1 (stereo not drawn)	12	·	·	-2	·	·	·	7	5.6
CCC(NS(=O)(=O)c1ccc(OC)cc1)C(=O)NCCC1=CCCCC1 (stereo not drawn)	-37	-1.4	-0.6	-15	3	-1	-19	18	0.9
CC1=NNC(=O)C1CC(=O)N/N=C(\C)c1cccs1 (stereo not drawn)	1	1.4	1.8	-1	-12	-3	-7	12	0.0
C/C(=N/NS(=O)(=O)c1ccccc1)c1ccc(Cl)cc1	-15	-2.0	-0.4	-1	-5	-11	-1	7	0.6
Cc1cc(C(=O)N2CCCC(N3CCN(Cc4ccc5c(c4)OCO5)CC3)C2)n[nH]1 (stereo not drawn)	-12	0.5	0.1	6	-5	-6	-13	12	-0.4
COc1cc(OC)cc(C(=O)Nc2nnc(-c3cccnc3)o2)c1	-24	0.0	0.7	-11	-10	-3	-10	23	0.7
O=Cc1ccc(N2CCCCC2)cc1	3	-0.5	0.3	-6	-10	-5	-5	11	0.1
CCn1cc(/C=C(\NC(=O)c2ccc(C)cc2)C(=O)NCCN2CCOCC2)c2ccccc21	-14	·	·	-11	3	·	·	9	1.7
CCC(C)NC(=O)C1CCC(=O)N(c2cc(OC)c(OC)c(OC)c2)C1c1ccc(OC)cc1 (stereo not drawn)	-8	0.3	-0.3	-5	-1	-14	-20	19	0.7
Cc1c(C=O)c2ccccc2n1CC(=O)NCc1ccccc1	16	2.7	3.7	9	-4	-7	6	6	4.9
CC(C)CN(CCCNC(=O)CN1C(=O)COc2ccc(S(=O)(=O)N3CCC(C)CC3)cc21)CC(C)C	-34	-2.6	0.0	18	-3	-16	-8	-2	0.2
CCO[C@@H]1OC(C(=O)N2CCN(Cc3ccc4c(c3)OCO4)CC2)=C[C@H](c2ccc3c(c2)OCO3)[C@H]1CCCO	11	1.1	1.1	·	-13	-7	-14	·	·
O=S(=O)(c1ccccc1Br)N1CCC(O)(c2cccnc2)CC1	16	2.9	2.6	10	-7	-5	2	-10	1.0
OC(CNCc1cccc(Cl)c1)c1ccccc1 (stereo not drawn)	7	1.5	2.1	-9	10	-7	-8	28	1.9
Cc1cccc(NC(=O)CN2CCc3cc4c(cc3C2)OCCCO4)c1	-43	0.8	2.4	-11	-11	-10	-32	1	0.8
O=C(CN1CCN(Cc2ccc(Cl)cc2)CC1)N/N=C/c1cccs1	-2	-0.1	0.6	5	-8	-3	-9	4	15
Cc1cccc(C)c1N(CC(=O)Nc1cccc(N(C)S(C)(=O)=O)c1)S(C)(=O)=O	7	-0.5	0.8	-22	-1	-6	5	-2	1.3
O=C(NN=Cc1ccccc1Cl)c1ccccc1	11	·	·	-11	·	·	·	12	0.4
COc1ccc(C(=O)N2CCN(S(=O)(=O)c3ccc(Cl)cc3)CC2)cc1S(=O)(=O)N1CCOCC1	7	·	·	-17	·	·	·	8	0.5
CCOC(=O)c1c(C)[nH]c(C(=O)COC(=O)C2CC2)c1C	-1	·	·	13	·	·	·	-24	-0.3
Cn1ccsc1=NC(=O)c1cc(S(=O)(=O)N2CCOCC2)ccc1Cl	-5	-0.5	0.5	-8	·	-3	-6	2	1.0

Single records, as listed above. Order of values: TAAR1 antagonist	OXTR agonist	V1aR counter	CHO-K1 Ca antag	GPR7 antag	OXTR potentiator	CHO parental Ca	M1 PAM parental	M1 ag parental
OC(CNCc1cccc(Cl)c1)c1ccccc1 (stereo not drawn) as listed: 7	1.5	2.1	-9	10	-7	-8	28	1.9
O=C(NN=Cc1ccccc1Cl)c1ccccc1 as listed: 11	·	·	-11	·	·	·	12	0.4
